# Lipid droplet = modulators of hepatic lipid droplet formation. 240,000 compounds, 0.4% hits. inhibition, % at 6.5 µM. AML12 mouse hepatocytes, oleate lipid droplets, BODIPY imaging;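 active means lipid droplet intensity inhibited by at least 50%, with more than 500 cells counted; inconclusive means wells with under 300 cells, treated as cytotoxic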
#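 Test system: AML12 mouse liver cells; schedule: overnight exposure; technique: high-content imaging of BODIPY-stained droplets and DAPI nuclei; read-out: % inhibition of corrected integrated BODIPY droplet signal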
# Myeloid diff 2 = myeloid differentiation induction; calls only at 10 µM; ER-HoxA9 myeloid progenitors, lysozyme-GFP differentiation, flow cytometry; 360,000 compounds, 1% hits;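 active means normalized GFP-positive differentiation at or above the plate's own cutoff, the solvent-only control mean plus 3 SD; inconclusive means no clear call, values can overlap the other calls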;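 further: cells exposed to compound for four days before flow analysis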
# UTI89 phage lysis = protection from phage-mediated lysis, alamar blue read-out – E. coli UTI89, K1F phage, bacterial capsule biogenesis inhibitors (AID 488966); E. coli UTI89 K1F phage lysis, alamar blue, 2 h; higher % means a stronger effect; one-dose inhibition, % at 100 µM; IC50 in µM for titrated hits; 340,000 compounds, 0.02% hits;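 active means phage lysis inhibition, versus mean bacterial control, above a set limit; inconclusive means no clear call, values can overlap the other calls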;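 further: capsule biogenesis inhibitors block K1F phage lysis so surviving cells raise fluorescence; higher fluorescence means more inhibition of phage lysis; actives were called in the ten point dose series up to 300 µM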
# Lipid droplet cells 6.5 µM = second read-out of Lipid droplet, no call of its own (marks repeat the call); cell count; measured here: cell count, cytotoxicity flag;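 cells counted across two imaged fields per well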
# Myeloid diff 2 GFP+ MAC1+ % = also measured in Myeloid diff 2; calls as there; GFP+ MAC1+ double positive, %; measured here: differentiation confirmed by MAC1 staining
# An asterisk follows results filed as active; i = inactive; ? = inconclusive; / = not tested or not shown; + = active, no number; [ ] = another dose, or the depositor's remark. An excerpt; the hit share may differ from the screen's.
SMILES,Lipid droplet,Lipid droplet cells 6.5 µM,Myeloid diff 2,Myeloid diff 2 GFP+ MAC1+ %,UTI89 phage lysis
O=C(CCc1cn2ccccc2n1)NC1CCCc2c1cnn2-c1ccccc1F (stereo unspecified),22,749,i,3.0,0.3%
Cc1cc(C)n(C(C)CC(=O)N2CCc3ccccc32)n1 (stereo unspecified),3,730,i,4.4,0.3%
CCOC(=O)C1CCCN(C(=O)c2ccc3nc(-c4cccc(OC)c4)oc3c2)C1 (stereo unspecified),-8,858,i,0.5,0.0%
Cc1nc2ccccc2cc1C(=O)N(C)Cc1ccccc1,2,818,i,0.3,0.1%
CC(C)N1CC(C(=O)Nc2cccc([N+](=O)[O-])c2)CC1=O (stereo unspecified),-8,798,i,0.2,0.1%
CC1c2cc3c(cc2CCN1CC(=O)Nc1ccc(S(=O)(=O)N2CCCC2)cc1)OCCCO3 (stereo unspecified),-3,783,i,0.5,0.3%
CC(=O)NC(CC(=O)Nc1cccc(S(=O)(=O)N2CCCC2)c1)c1ccccc1 (stereo unspecified),-14,646,i,0.8,0.3%
CCN(CC)S(=O)(=O)c1ccc(C(=O)NNC2=NS(=O)(=O)c3ccccc32)cc1,8,833,i,0.3,-0.1%
O=C(N/C(=C\c1ccccc1)C(=O)N1CCOCC1)c1ccco1,-2,821,i,0.4,-0.8%
COc1ccc(C(=O)NNC(=O)CCC(=O)NNC(=O)c2ccc(OC)cc2)cc1,-1,794,i,0.0,-0.5%
Cc1cc(NC(=O)CCC(=O)N(CC(=O)NCC2CCCO2)c2ccc(F)c(Cl)c2)no1 (stereo unspecified),-6,843,i,4.1,0.6%
CN(C)S(=O)(=O)c1cccc(C(=O)NCC(C)(C)CNC(=O)c2cccc(S(=O)(=O)N(C)C)c2)c1,10,746,i,0.3,0.4%
CCOc1ccc(NS(=O)(=O)c2ccc(C(=O)N(CC)CC(=O)NCc3cccs3)cc2)cc1,78*,850*,i,0.9,0.1%
O=C(Nc1ccc(CN2CCOCC2)cc1)c1ccc(-c2cccc([N+](=O)[O-])c2)o1,8,669,i,2.1,0.6%
COc1ccc(NC(=O)NCc2ccc3c(c2)OCO3)c(OC)c1,-7,796,i,1.3,0.0%
Cc1cc(NC(=O)c2ccc(F)cc2)n(C)n1,-7,662,i,0.3,1.3%
COc1ccc(CC2SC(N)=NC2=O)cc1 (stereo unspecified),17,762,i,0.5,1.0%
O=C(CNS(=O)(=O)c1ccc(Br)s1)N1CCN(c2ccc(F)cc2)CC1,-1,783,i,0.8,-0.1%
CCc1ccccc1NC(=O)CCNS(=O)(=O)c1cc(Br)cnc1N,-7,709,i,0.8,0.2%
Cn1c(=O)c2c(SCC(=O)Nc3ccccc3F)nc(C3CC3)nc2n(C)c1=O,-24,731,i,0.7,0.1%
CSc1ccc(CN2CCC(Cc3ccccc3)CC2)cc1,-9,814,i,0.3,-0.2%
COc1ccccc1C(=O)NC1CCSc2ccccc21 (stereo unspecified),-13,710,i,0.5,0.0%
CS(=O)(=O)c1ccc2nc(NC(=O)CN3CCOCC3)sc2c1,-3,819,i,0.2,0.3%
COc1ccc(CNC(=O)C2CCN(S(=O)(=O)c3ccc4c(c3)C(C)(C)C(=O)N4C)CC2)cc1,-3,715,i,3.0,1.2%
Cc1cc(Br)ccc1NC(=O)c1sc2ncn(CC(=O)N3CCN(c4ccccn4)CC3)c(=O)c2c1C,13,796,i,0.0,3.1%

# Looked up above.
# Cc1nc2ccccc2cc1C(=O)N(C)Cc1ccccc1 in Myeloid diff 2 GFP+ MAC1+ % is listed with 0.3
# Cc1cc(Br)ccc1NC(=O)c1sc2ncn(CC(=O)N3CCN(c4ccccn4)CC3)c(=O)c2c1C in Lipid droplet is listed with 13

# Next records:
SMILES,Lipid droplet,Lipid droplet cells 6.5 µM,Myeloid diff 2,Myeloid diff 2 GFP+ MAC1+ %,UTI89 phage lysis
Cc1cc(C)c2c(n1)SCC(=O)N2CC(=O)Nc1ccccc1Cl,18,846,i,0.8,1.5%
Brc1cccc(OCCCNC2CCCC2)c1,4,791,i,0.3,0.0%
Cc1c(C(=O)N2CCN(c3ccc(F)cc3)CC2)sc2ncnc(N3CCN(c4ccccn4)CC3)c12,-35,786,i,0.4,0.6%
COc1ccc(C2CC(c3ccccc3)=NN2C(=O)CCC(=O)O)cc1 (stereo unspecified),-1,791,i,0.6,-0.9%
CCC(=O)Nc1nnc(SCC(=O)NCC2CCCO2)s1 (stereo unspecified),4,735,i,0.6,-0.1%
Cc1ccc2cc(C#N)c(N3CCN(C(=O)c4ccccc4)CC3)nc2c1,-30,758,i,0.4,6.5%
O=C(CNC(=O)c1ccccc1Br)N/N=C/c1cccs1,8,804,i,0.4,0.8%[50 µM]
COc1ccc(C(=O)N2CCCC(Nc3ccc(F)c(F)c3)C2)c(OC)n1 (stereo unspecified),-27,801,i,0.4,0.3%
CC(=O)c1cccc(Nc2nc3ccccc3n3cnnc23)c1,36,701,i,0.7,-0.1%
C=CCc1cc(C)ccc1OCCCn1ccnc1,-9,823,i,0.5,1.0%
Cc1ccc(S(=O)(=O)CC(=O)N2CCN(c3ccccc3F)CC2)cc1,1,895,i,0.4,0.2%
N#CCc1ccc(OC(=O)c2cnccc2C(F)(F)F)cc1,-6,399,i,1.0,0.1%
Cc1nccn1C[C@@H]1CCc2c(c3ccccc3n2C)C1=O,-9,766,i,2.7,2.5%
COc1ccc(C(=O)N2CCOC2CNC(=O)C(=O)NCCc2ccc(OC)c(OC)c2)cc1 (stereo unspecified),-21,834,i,3.2,0.2%
COc1ccc(CCNC(=O)C2CCC(C(C)(C)C)CC2)cc1OC (stereo unspecified),-1,666,i,1.1,0.1%
CCCCN(C(=O)c1ccc(C)cc1)c1c(N)n(CCC)c(=O)[nH]c1=O,-2,762,i,0.6,0.2%
O=C(/C=C/c1c(F)cccc1Cl)NCCCN1CCOCC1,-6,797,i,0.5,0.1%[50 µM]
CC(=O)Nc1ccc(CN2CCC(Oc3ccc(C(=O)N4CCCC4)cc3)CC2)cc1,-4,792,i,2.0,-0.2%
O=C(COc1ccc(Cl)cc1)NCCCNC(=O)c1ccncc1,-3,803,i,0.4,0.4%
CC(Sc1nnc(-c2ccccc2Br)o1)C(=O)N1CCOCC1 (stereo unspecified),5,817,i,0.8,1.2%[50 µM]
O=C(CN1CCCCC1)N1CCN(c2ccccc2)CC1,-5,835,i,0.5,-0.1%
Cn1c(CNC(=O)CNC(=O)Cc2ccccc2)cc(=O)n(C)c1=O,9,706,i,0.6,0.4%
Cc1cccc(CCNC(=O)C2CCC(=O)N(Cc3ccccc3F)C2)n1 (stereo unspecified),3,719,i,5.2,-0.1%
CC(=O)c1cccc(NC(=O)CSc2ccc(-c3sc(C)nc3C)nn2)c1,-3,696,i,0.7,0.1%
CSc1ccccc1OCc1cc(C(=O)NC(C)c2cnn(C)c2)no1 (stereo unspecified),-45,680,i,0.7,-0.1%

# Single records, from the list above.
# `Cc1cc(Br)ccc1NC(=O)c1sc2ncn(CC(=O)N3CCN(c4ccccn4)CC3)c(=O)c2c1C` is entered as Lipid droplet: 13; Lipid droplet cells 6.5 µM: 796; Myeloid diff 2: i; Myeloid diff 2 GFP+ MAC1+ %: 0.0; UTI89 phage lysis: 3.1%
# `Cc1ccc2cc(C#N)c(N3CCN(C(=O)c4ccccc4)CC3)nc2c1` is entered as Lipid droplet: -30; Lipid droplet cells 6.5 µM: 758; Myeloid diff 2: i; Myeloid diff 2 GFP+ MAC1+ %: 0.4; UTI89 phage lysis: 6.5%
# `COc1ccc(CC2SC(N)=NC2=O)cc1` (stereo unspecified) is entered as Lipid droplet: 17; Lipid droplet cells 6.5 µM: 762; Myeloid diff 2: i; Myeloid diff 2 GFP+ MAC1+ %: 0.5; UTI89 phage lysis: 1.0%

# Later entries.
SMILES,Lipid droplet,Lipid droplet cells 6.5 µM,Myeloid diff 2,Myeloid diff 2 GFP+ MAC1+ %,UTI89 phage lysis
CC(C)CCn1c(=O)c2sccc2n2c(CCCC(=O)N3CCN(c4ccccn4)CC3)nnc12,-6,687,i,0.3,0.0%
Cc1ccc(NC(=O)C(CC(=O)O)C2CCCO2)c(C)c1 (stereo unspecified),2,721,i,0.7,0.5%
CCOc1ccc(NC(=O)CCC(=O)N2CCSc3ccccc32)cc1,0,810,i,1.1,-2.0%
Cc1[nH]c2c(Cl)cccc2c(=O)c1CN1CCCCCC1,18,443,i,0.5,-0.1%
COCCn1c(=N)c(S(=O)(=O)c2ccc(Br)cc2)cc2c(=O)n3ccccc3nc21,11,715,i,0.4,0.1%
CCCCNC(=O)c1ccc(C)c(NC(=O)C2=C(C)OCCS2)c1,4,774,i,0.4,0.0%
CC(C)(C)n1nc2c(c1NC(=O)c1cccc(Cl)c1)CS(=O)(=O)C2,9,731,i,2.1,13%
COc1ccccc1CC(=O)Nc1ccon1,0,811,i,0.3,1.3%
COc1cccc(C2/C(=C(/O)c3ccc4c(c3)CC(C)O4)C(=O)C(=O)N2CCCn2ccnc2)c1 (stereo unspecified),3,777,i,7.0,0.6%
CN(C)C=NC(=O)c1[nH]c2ccc(Cl)cc2c1-c1ccccc1,-7,832,i,0.1,-0.4%
COc1cc(OC)cc(C(=O)Nc2ccc3nc4n(c(=O)c3c2)CCCC4)c1,-3,807,i,0.6,-0.6%[50 µM]
O=[N+]([O-])c1ccccc1OCCNCc1ccccc1,0,759,i,0.5,-1.6%
Cc1ccc(-n2ncc3c2CCCC3NC(=O)CCN2CCCC2=O)cc1C (stereo unspecified),-1,728,i,1.3,0.1%
Cc1c(CCC(=O)O)c(=O)oc2cc3occ(-c4ccc(Br)cc4)c3cc12,15,819,+,11*,0.0%
Cc1nc2nc(CNC(=O)OC(C)(C)C)nn2c(C)c1CCC(=O)Nc1ccc2c(c1)OCO2,-1,732,i,5.2,0.2%
N#Cc1ccsc1NC(=O)c1cccc(-n2cnnn2)c1,0,768,i,3.0,0.0%
COCC(=O)Nc1cc(C)cn(Cc2ccccc2Cl)c1=O,7,786,i,0.2,0.4%
O=C1C(=O)N(C/C=C/c2ccccc2)c2ccccc21,-1,713,?,/,1.0%
O=C(NCCc1ccccc1)c1cccc(S(=O)(=O)N2CCCCC2)c1,-3,881,i,3.2,0.1%
COc1cc(CN2CCCC(N3CCN(c4ccc(F)cc4)CC3)C2)ccc1F (stereo unspecified),-9,826,i,0.3,-0.1%
COc1ccc(C(C)=O)cc1CC(=O)Nc1ccccc1-c1ccccc1,-2,769,i,0.7,-0.3%
O=C(Nc1ccc(S(=O)(=O)N2CCOCC2)cc1)c1cc([N+](=O)[O-])ccc1Cl,11,878,?,/,-1.9%
O=C(NCC(=O)N1CCCCCC1)c1ccc(Br)cc1,17,792,i,0.7,0.5%
O=C(CNC(=O)c1cccs1)N/N=C/c1cccc(Br)c1,-10,815,?,/,0.1%
CC1=C(C(=O)Nc2cccc(C(=O)NC3CCCC(C)C3C)c2)SCCO1 (stereo unspecified),-1,688,+,12*,0.3%

# Additional entries follow:
SMILES,Lipid droplet,Lipid droplet cells 6.5 µM,Myeloid diff 2,Myeloid diff 2 GFP+ MAC1+ %,UTI89 phage lysis
CC1CCN(S(=O)(=O)c2ccc3c(c2)n(C)c(=O)n3C)CC1,-10,770,i,1.0,0.2%
CC1Sc2ccc(S(=O)(=O)CCC(=O)NC3CCCC(C)C3C)cc2NC1=O (stereo unspecified),-2,756,i,4.3,0.7%
Cc1ccc(S(=O)(=O)N2CCCOC2CNC(=O)C(=O)NCc2ccccn2)cc1 (stereo unspecified),0,839,i,0.7,0.0%
c1ccc(Cc2c[nH]c3ccccc23)cc1,-1,808,i,0.8,0.4%
CC(=O)Nc1cccc(NC(=O)CSc2ccc(-c3ccco3)nn2)c1,-2,645,i,3.3,-0.1%
COc1cccc(NC(=O)CCC2CCN(C(=O)c3cccc(NC(C)=O)c3)CC2)c1,-6,800,i,1.2,1.1%[50 µM]
CCN(CC(=O)Nc1cccc(F)c1)CC(=O)Nc1ccccc1OC,-5,783,i,0.3,0.0%
COC(=O)c1cn(C(=O)c2ccc(OC)c(OC)c2)c2ccccc12,4,845,i,0.7,0.1%
COc1cccc(CN(C)CC(=O)NCc2ccc(F)cc2)c1OC,-3,809,i,0.3,0.1%
CCOC(=O)N1CCC(C(=O)NNC(=O)c2ccc(Cl)cc2Cl)CC1,-1,708,i,0.0,0.2%
CC(C)(C)c1ccccc1OCC(O)CN1CCN(c2ccccn2)CC1 (stereo unspecified),2,811,i,0.5,-0.6%
CCc1nc2cccnc2n1-c1ccc(CC(=O)NC(C)CC)cc1 (stereo unspecified),-11,837,i,0.4,0.1%[50 µM]
O=C(NC1CCCC1)C(c1cccnc1)N(C(=O)c1csnn1)c1ccccc1Cl (stereo unspecified),-1,811,i,3.1,0.2%
CCOC(=O)/C(C#N)=C/c1c(N2CCN(c3ccccc3)CC2)nc2c(C)cccn2c1=O,27,817,i,0.6,2.2%[50 µM]
O=C(NCCNc1ccc([N+](=O)[O-])cc1)c1ccccc1F,2,832,i,0.6,-0.1%
